D1 ag: Allosteric Agonists of the Human D1 Dopamine Receptor: qHTS | HEK293 T-REx D1 cells, calcium flux, agonist mode | activation, % at 2 µM | actives 1% (n = 360,000); in the data active means activation above about 30%; further: 0% is about no effect
Target sequence (P21728 whole entry, looked up): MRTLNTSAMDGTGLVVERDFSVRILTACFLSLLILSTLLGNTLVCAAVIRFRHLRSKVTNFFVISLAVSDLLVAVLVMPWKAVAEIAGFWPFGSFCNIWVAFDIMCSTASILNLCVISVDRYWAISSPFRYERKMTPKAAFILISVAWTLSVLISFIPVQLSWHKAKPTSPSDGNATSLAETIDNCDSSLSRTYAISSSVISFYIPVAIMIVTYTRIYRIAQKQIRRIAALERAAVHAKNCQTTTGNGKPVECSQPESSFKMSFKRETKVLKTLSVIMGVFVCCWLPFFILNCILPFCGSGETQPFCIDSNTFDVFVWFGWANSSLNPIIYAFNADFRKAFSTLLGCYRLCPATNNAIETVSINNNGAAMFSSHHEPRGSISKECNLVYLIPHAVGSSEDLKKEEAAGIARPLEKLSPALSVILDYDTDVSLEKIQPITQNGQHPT
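Inducible HEK293 T-REx D1 cells, force-coupled to calcium signalling, were plated at 4000 cells/well with tetracycline and held overnight at 30 C. After no-wash calcium dye loading, compound-evoked calcium rise over 180 s flagged agonists.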
TRHR PAM: qHTS for Small Molecule Agonists and Allosteric Enhancers of Human TRH Receptor: Primary Screen for Enhancers. TRHR cells, fluo-8 calcium fluorescence, EC20 TRH enhancement. enhancement, % at 2 µM. Thyrotropin-releasing hormone receptor (Homo sapiens), P34981. actives 0.66% (n = 360,000); in the data active means enhancement above about 30%; further: 0% is about no effect
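Enhancer read-out: after compound pinning and an initial kinetic agonist-mode read, an EC20 of TRH (10 nM final) was injected and fluo-8 calcium signal (Ex 480/Em 530) followed at 1 s/cycle for 100 cycles in TRHR-expressing cells.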
TRHR agonist: qHTS for Small Molecule Agonists and Allosteric Enhancers of Human TRH Receptor: Primary Screen for Agonists. TRHR cells, calcium flux fluo-8, FDSS agonist mode. activation, % at 2 µM. actives 0.18% (n = 360,000); in the data active means activation above about 30%; further: 0% is about no effect
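Agonist-mode FDSS calcium read (Ex 480/Em 530, 1 s cycles) in 1536-well TRHR cells with fluo-8 dye, after 10-cycle baseline and 23 nL compound addition; TRH at EC20 (10 nM final) added afterwards for the enhancer phase.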
D1 antag: Antagonist of Human D 1 Dopamine Receptor: qHTS; HEK293 TREx D1 cells, calcium flux, dopamine EC80; active compounds read low; activity change, negative = inhibition, % at 10 µM; actives 3.2% (n = 360,000); AID 504652, 2011; in the data active means activity change below about -30%; further: on the % scale 0 is the no-effect control and ±100 the full control effect
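HEK293 T-REx cells expressing inducible, force-coupled D1 receptor; no-wash Ca dye, 30–90 min RT. Cmpd → 180 s read at 1 Hz → EC80 DA → 180 s read.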
RXFP1 ag: qHTS Assay for Agonists of the Relaxin Receptor RXFP1 | Potency, µM (series often up to 57.5 µM), for inactives: top-dose activation, hits mostly activators | HEK293T-RXFP1 cAMP TR-FRET, 30 min; response scale: percent of porcine relaxin response, buffer zero | Relaxin receptor 1 (Homo sapiens), Q9HBX9 | actives 0.3% (n = 370,000); further: potency means the concentration at half of the fitted maximal effect; on the % scale 0 is the no-effect control and ±100 the full control effect; nearly all actives have a fitted effect of over 60% in size; many of its hits are not listed in these tables
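Agonist response is measured as cAMP accumulation in an RXFP1-transfected HEK293T line under PDE4 inhibition. Values are scaled between buffer-only and 29 nM porcine relaxin, and EC50s come from standard Hill equation fits.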
Apoferritin bind: qHTS Assay for Identification of Novel General Anesthetics; Ferritin light chain (Equus caballus), P02791; apoferritin/1-aminoanthracene competitive binding, fluorescence; Potency, µM (titrated, usually from 77.5 µM), for inactives: at the top dose activity change, negative = displacement, usual class: inhibitors; actives 0.074% (n = 350,000); AID 485281, 2010; further: potency means the concentration at half of the fitted maximal effect; on the % scale 0 is the no-effect control and ±100 the full control effect; nearly all actives have a fitted effect of over 20% in size
Target sequence (P02791 2-175 limits assumed): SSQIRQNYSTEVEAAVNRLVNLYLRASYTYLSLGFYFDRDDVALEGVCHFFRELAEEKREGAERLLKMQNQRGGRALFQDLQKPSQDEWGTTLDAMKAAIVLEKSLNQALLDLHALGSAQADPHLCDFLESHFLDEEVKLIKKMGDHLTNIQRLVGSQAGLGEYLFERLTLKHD
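Horse-spleen apoferritin (10 uM) was mixed with 50% saturated 1-aminoanthracene in PBS, exposed to compounds for 10 min at room temperature, and read for fluorescence (ex 380 nm, em 535 nm). Competitive displacement was fitted with a four-parameter Hill equation.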
D2 potentiator: HTS Assay for Positive Allosteric Modulators of the Human D2 Dopamine Receptor: Primary Screen for Potentiators; HEK293 T-REx D2, calcium flux, EC20 dopamine potentiation; potentiation, % at 10 µM; actives 0.34% (n = 340,000);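 active means potentiation over 3 SD above the plate norm, cut at about 30% in these data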; further: 0% is about no effect
Target sequence (P14416 whole entry, looked up): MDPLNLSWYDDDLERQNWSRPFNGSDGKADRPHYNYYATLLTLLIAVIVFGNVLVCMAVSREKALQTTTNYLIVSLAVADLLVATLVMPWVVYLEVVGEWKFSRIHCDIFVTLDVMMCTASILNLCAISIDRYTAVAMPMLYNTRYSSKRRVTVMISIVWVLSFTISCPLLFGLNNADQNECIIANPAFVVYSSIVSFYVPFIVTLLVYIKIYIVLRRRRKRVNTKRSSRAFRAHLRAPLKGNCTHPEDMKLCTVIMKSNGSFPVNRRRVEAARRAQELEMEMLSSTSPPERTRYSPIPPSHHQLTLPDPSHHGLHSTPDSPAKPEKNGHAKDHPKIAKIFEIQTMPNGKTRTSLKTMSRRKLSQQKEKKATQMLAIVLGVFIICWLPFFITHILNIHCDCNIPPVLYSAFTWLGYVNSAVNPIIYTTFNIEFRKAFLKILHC
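Potentiation of an EC20 dopamine calcium response measured kinetically over 180 s, after a preceding 180 s compound-only read flagging agonists. Cells: inducible Hek293 Trex D2 line, 4000/well, cultured overnight at 30 C before dye loading.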
D1 potentiator: Potentiators of Human D1 Dopamine Receptor: qHTS | AID 504651, 2011 | HEK293 TREx D1 cells, calcium flux, dopamine EC20 potentiation | actives 0.036% (n = 360,000) | potentiation, % at 10 µM | D(1A) dopamine receptor (Homo sapiens), P21728; in the data active means potentiation above about 30%; further: 0% is about no effect
RXFP1 antagonist: qHTS Assay for Antagonists of the Relaxin Receptor RXFP1. activity change, negative = inhibition, % at 57.5 µM. AID 1259400, 2018. Relaxin receptor 1 (Homo sapiens), Q9HBX9. actives 0.59% (n = 350,000). HEK293-RXFP1, relaxin-stimulated cAMP HTRF, 30 min; active compounds read low;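 active means activity change of -60% or lower, but not beyond a set lower limit; inconclusive means change between -60% and -40%, or beyond the set limit; inactive means change above -40%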; further: on the % scale 0 is the no-effect control and ±100 the full control effect
Starred values were filed as active, the others as inactive; ? = inconclusive; . = no result given. Unless noted, the call rests on the fitted dose curve; in most records, active means well fitted curve in the direction sought with a large enough effect; inconclusive means small, poorly fitted or top-dose-only effect, or another doubt; inactive means no such curve, though single readings can be large; an effect the other way counts as inactive or inconclusive. An excerpt, so the mix of outcomes need not match the whole.

SMILES | D1 ag | TRHR PAM | TRHR agonist | D1 antag | RXFP1 ag | Apoferritin bind | D2 potentiator | D1 potentiator | RXFP1 antagonist
COc1ccccc1NC(=O)CSc1nnc(COc2ccccc2C)o1 | 3 | -1 | 0.0 | -13 | -0.5% | 2% | 3 | -2 | -20
CN1COc2ccc3ccccc3c2C1 | 3 | 0 | 0.0 | 11 | 0.1% | -21% | -9 | -8 | 1
Cc1cccc(C(=O)NC2CCN(C(=O)Nc3ccc(F)cc3)CC2)c1 | 5 | 6 | -0.9 | -7 | 3.2% | -7% | . | . | -13
COC(C[C@@H]1O[C@@H]1[C@@H](O)[C@@H](C)OCc1ccccc1)OC | 3 | -1 | 0.2 | 12 | 0.0% | -7% | -7 | 4 | .
Cc1noc(C)c1CSCC(=O)Nc1ccc(S(=O)(=O)C(F)F)cc1 | 8 | 7 | 0.8 | -4 | 0.2% | . | 3 | -8 | 7
CCCCOC(=O)C1[C@H]2C(=O)N(Cc3cccs3)C[C@]23C=C[C@H]1O3 (some centres not stated) | 0 | 6 | -0.3 | -2 | -0.4% | ? | 16 | -2 | 3
CCCCN=c1sc(C(=O)OC)cc(=O)n1CCCC | 2 | 0 | 0.1 | 4 | 0.3% | -13% | -4 | -9 | -9
COC(=O)c1ccc(NS(=O)(=O)c2c(C)[nH]c(C)c2C(=O)N2CCCC2)cc1 | 3 | -1 | -0.1 | -16 | 4.1% | -10% | 8 | -4 | -5
COc1cccc(C2NC(=O)c3sc(=S)n(-c4ccccc4)c3N2)c1 (configuration not stated) | 3 | 3 | 0.6 | -12 | -0.1% | -17% | 4 | -1 | 13
Cc1oc(C(=O)O)cc1COc1cccc2ccccc12 | -1 | 1 | 0.5 | -9 | 2.0% | -5% | -2 | 3 | 2
COC(=O)CCCC(=O)NCC1(N(C)Cc2ccccc2)Cc2ccccc2C1 | -2 | -6 | -0.3 | -3 | 0.4% | -4% | 6 | -8 | 8
CCn1c(SCC(=O)N(Cc2ccccc2)C2CCS(=O)(=O)C2)nc2ccccc2c1=O (configuration not stated) | 1 | 7 | -0.6 | 5 | 1.8% | ? | 18 | -1 | -9
CCn1c(=NC(=O)c2ccc(S(=O)(=O)N3CCCCC3)cc2)sc2cccc(OC)c21 | 0 | 3 | -1.0 | -8 | -2.1% | 4% | 14 | 0 | .
CC(C)(C)NC(=O)CCN(/N=C/c1ccncc1)C1=NS(=O)(=O)c2ccccc21 | 1 | 2 | -1.3 | -17 | 7.3% | -7% | 2 | 4 | 2
Cc1ccc(-n2c(C)nc3c(cnn3-c3ccccc3Cl)c2=O)cc1C | 1 | 4 | -0.6 | -7 | 0.8% | -4% | 0 | -5 | 3

Continued (3 carried over from the part before).
SMILES | D1 ag | TRHR PAM | TRHR agonist | D1 antag | RXFP1 ag | Apoferritin bind | D2 potentiator | D1 potentiator | RXFP1 antagonist
CCn1c(=NC(=O)c2ccc(S(=O)(=O)N3CCCCC3)cc2)sc2cccc(OC)c21 | 0 | 3 | -1.0 | -8 | -2.1% | 4% | 14 | 0 | .
CC(C)(C)NC(=O)CCN(/N=C/c1ccncc1)C1=NS(=O)(=O)c2ccccc21 | 1 | 2 | -1.3 | -17 | 7.3% | -7% | 2 | 4 | 2
Cc1ccc(-n2c(C)nc3c(cnn3-c3ccccc3Cl)c2=O)cc1C | 1 | 4 | -0.6 | -7 | 0.8% | -4% | 0 | -5 | 3
Clc1ccc(C2=CSC3=Nc4cccc5cccc(c45)N23)cc1 | -2 | 9 | -0.8 | 7 | 0.4% | -8% | 12 | -4 | 7
CC(CN1CCOCC1)OC(=O)c1ccc(Cl)cc1Cl (configuration not stated) | 2 | -4 | 0.0 | -8 | 0.0% | -10% | . | 3 | 2
N#Cc1c(-c2ccccc2)cc(-c2cccs2)nc1SCC(=O)O | 4 | 2 | -0.1 | -12 | 12% | 6% | 3 | -4 | -4
O=C(/C=C/c1ccccc1)NCc1cccnc1 | 0 | 2 | -0.1 | -17 | 2.6% | -1% | -10 | -1 | -9
O=C(C1CC(=O)N(c2ccccc2)C1)N1CCN(C2=NS(=O)(=O)c3ccccc32)CC1 (configuration not stated) | 12 | -9 | 0.5 | 3 | -0.3% | 1% | 22 | 7 | -11
CCCCOc1ccc(NC(=S)Nc2cc(C)nc(SCCCC)n2)cc1 | 3 | -7 | 0.4 | 2 | 0.4% | 3% | 4 | 7 | -9
COc1ccccc1-c1csc(NC(=O)c2cc(-c3cccs3)nc3ccccc23)n1 | 0 | -10 | 0.7 | 9 | 3.7% | -14% | 7 | -5 | -15
COc1cc2c(cc1OC)C[N+](C)(C)CC2 | 4 | 1 | 0.2 | 7 | 0.3% | -5% | 1 | -3 | .
Cc1onc(-c2c(F)cccc2Cl)c1C(=O)NC(=S)NC1CCSC1=O (configuration not stated) | 2 | -1 | 0.8 | -12 | 4.3% | -14% | 22 | -5 | -4
CC(C)(C)C(=O)COC(=O)CNC(=O)c1ccc(Oc2ccccc2)cc1 | 159* | -3 | 0.0 | -49* | 1.0% | ? | 0 | 7 | -1
C/C(=N\N=C(c1ccccc1)c1ccccc1)c1ccco1 | 2 | 0 | 0.5 | 0 | -0.9% | -11% | 1 | 0 | -15
CCC(C)C(NC(=O)C1CCC(=O)N1C(=O)OCc1ccccc1)C(=O)NC(Cc1ccccc1)C(N)=O (configuration not stated) | 1 | -1 | -0.4 | 6 | 0.4% | 1% | . | -5 | 33
COc1ccc(OCC(=O)Nc2c(C(=O)N3CCN(C)CC3)oc3ccccc23)cc1 | 4 | 2 | 0.2 | -33* | -0.1% | -4% | 2 | -18 | 15
COc1ccc(CNC(=O)c2noc3c2CCCC3)cc1 | 2 | -8 | -0.1 | -16 | 0.3% | -21% | -8 | -4 | -5
CCn1cnc2sc(-c3ccccc3)cc2c1=O | 2 | -1 | -0.3 | -9 | 1.5% | -20% | -5 | 0 | -5
C=CCSc1nc2ccccc2n1C(=O)/C=C/c1ccc(OC)c(OC)c1 | 2 | 2 | 0.7 | -5 | -1.3% | -9% | 13 | -1 | -2
COc1ccc(OCc2ccc(C(=O)O)cc2)cc1 | 2 | -1 | 0.8 | 13 | -1.0% | 0% | -1 | -2 | -15
CC(C)CC(=O)NC(c1ccccc1Cl)c1c(O)ccc2ccccc12 (configuration not stated) | 2 | -3 | 0.0 | -11 | -1.2% | -6% | -7 | 1 | -10
O=C(NC1CCCCC1)C1CCC(CNS(=O)(=O)c2ccccc2)CC1 (configuration not stated) | 1 | 3 | 0.2 | -25 | 2.3% | 24% | 3 | 0 | 4
C=CCNC(=O)c1ccccc1NC(=O)c1ccc(Cl)c(S(=O)(=O)Nc2cccc(C)c2C)c1 | 1 | -15 | -1.0 | 13 | -0.1% | -4% | 0 | -8 | .
COc1ccc(OC)c(C2=NOC(C(=O)N3CCN(c4ccccc4)CC3)C2)c1 (configuration not stated) | 1 | 2 | -0.5 | -4 | 1.9% | -14% | 4 | 7 | 14
Cc1cnc(C(=O)Oc2c(C)ccc(C)c2C)cn1 | -1 | 4 | -1.1 | 1 | -2.3% | -6% | -4 | -4 | -1
CN(CC(=O)N1CCCCC1)S(=O)(=O)c1cccc2nsnc12 | 1 | -17 | 0.6 | 26 | 0.2% | -2% | -4 | -5 | 21
CC(C)OC(=O)CSc1nnc(-c2cnccn2)n1-c1ccc(Cl)cc1 | -1 | 14 | -0.4 | -7 | 0.2% | -8% | 7 | 1 | 9
COc1ccccc1NC(=O)C(=O)NCC1CCCN1S(=O)(=O)c1cccs1 (configuration not stated) | 5 | 1 | 0.2 | -14 | -0.5% | . | -9 | -5 | 4
Nc1nc(SCC(=O)c2cccs2)n[nH]1 | 2 | 5 | 1.0 | -1 | 0.5% | -3% | 9 | 3 | -16
CCOc1ccc(C(=O)NC(C)C2COc3ccccc3O2)cc1 (configuration not stated) | -1 | -5 | -0.9 | 3 | -3.5% | -10% | -12 | -3 | ?
CC(=O)Nc1cccc(NS(=O)(=O)c2cccc3nsnc23)c1 | 2 | -4 | -0.9 | 3 | -0.2% | -1% | -3 | 2 | 1
CCC(=O)Nc1ccc(NC(=O)c2ccccc2Cl)nc1 | 2 | 2 | 0.7 | 16 | -0.4% | -13% | 6 | 5 | 1
COc1ccc2cc(S(=O)(=O)NC3CC(C)(C)NC(C)(C)C3)ccc2c1 | -1 | -3 | 0.1 | -5 | 2.5% | -12% | -9 | -4 | -12
COc1ccc(OC)c(C(=O)N2CCC(C(=O)c3ccc(F)cc3)CC2)c1 | 0 | 8 | 0.0 | -13 | 0.8% | -4% | 17 | -6 | -6
CC(O)CNc1ncnc2nc[nH]c12 (configuration not stated) | 2 | 21 | 0.7 | 3 | 3.2% | -6% | -2 | 3 | -3
COc1ccc(C)cc1NC(=O)C(NS(=O)(=O)c1cccs1)c1ccccc1 (configuration not stated) | -2 | -2 | -1.6 | -35* | -0.5% | -11% | 0 | -2 | .
O=C(NCC(c1ccco1)N1CCCC1)c1ccc(S(=O)(=O)Nc2ccccc2Cl)cc1 (configuration not stated) | 6 | -8 | 0.8 | 12 | 1.4% | . | -21 | -4 | -2
O=C1OC2CCC1(c1ccccc1)C2 (configuration not stated) | 0 | 1 | -0.6 | 3 | 0.2% | -16% | 25 | -4 | 10
CN(C)c1ccc(C(C(=O)NCc2ccccc2)N(Cc2ccco2)C(=O)c2snc(C(N)=O)c2N)cc1 (configuration not stated) | -1 | 1 | -0.4 | -1 | 0.5% | -9% | -13 | -7 | -4
Cc1ccc(Nc2cc(C)nc3nc(C)nn23)c(C)c1 | -2 | -3 | -1.1 | 0 | 0.1% | -5% | 6 | -3 | .
Cc1ccc(C)c(NS(=O)(=O)c2cc(C(=O)Nc3cccc(N(C)S(C)(=O)=O)c3)ccc2C)c1 | 4 | 7 | 0.1 | -15 | -0.5% | 7% | 4 | -1 | 11

Bioassay records: PubChem, National Center for Advancing Translational Sciences (NCATS)
